# HTRA1 inhibitor: HTRA1 serine protease inhibitors, primary screen, biochemical, fluorescence polarization, HTS | Q92743 | recombinant HTRA1, FP-rhodamine activity-based probe | inhibition, % at 5.96 µM | hit rate 0.5% among 340,000; in the data active means inhibition above about 36%;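 further: 0% = enzyme with DMSO and 100% = wells lacking enzyme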
# Target sequence (Q92743 whole entry, looked up): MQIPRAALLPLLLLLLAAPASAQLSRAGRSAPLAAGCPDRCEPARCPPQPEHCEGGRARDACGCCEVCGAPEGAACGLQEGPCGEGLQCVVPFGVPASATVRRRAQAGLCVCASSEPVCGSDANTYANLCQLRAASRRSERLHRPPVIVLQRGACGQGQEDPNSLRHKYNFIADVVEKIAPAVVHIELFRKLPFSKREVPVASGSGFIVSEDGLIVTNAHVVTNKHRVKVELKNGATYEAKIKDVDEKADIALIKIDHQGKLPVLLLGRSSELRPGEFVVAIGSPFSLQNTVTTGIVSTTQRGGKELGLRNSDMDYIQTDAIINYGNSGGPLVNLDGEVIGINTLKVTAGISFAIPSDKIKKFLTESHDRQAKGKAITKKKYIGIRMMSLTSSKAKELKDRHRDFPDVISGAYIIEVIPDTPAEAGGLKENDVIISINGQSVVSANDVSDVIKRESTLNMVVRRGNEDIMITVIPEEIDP
# ABHD4 inh: ABHD4 inhibitors, primary screen, biochemical, fluorescence polarization, mouse; inhibition, % at 8.92 µM; hit rate 0.54% among 370,000; (Lyso)-N-acylphosphatidylethanolamine lipase (Mus musculus), Q8VD66; AID 720543, 2013; purified mABHD4, FP-Rh probe fluorescence polarization;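 active means inhibition exceeding the mean over every tested compound plus 3 SD, cut at about 30% in these data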;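 further: 0% = plate median of compound wells and 100% = S159A mutant with DMSO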
#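 Assay system: Wild-type mouse ABHD4 protein | Medium: HEPES pH 7.0 buffer, 150 mM NaCl, 0.01% Pluronic F-127 | Incubation: Enzyme–compound pre-incubation 45 min, then probe 60 min, both 25 °C | Technique: Fluorescence polarization with parallel and perpendicular emission, 525/598 nm | Evaluation: % inhibition of FP-Rh probe binding versus controls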
# TCR CD3 inh: inhibitors of human TCR-CD3 interaction, primary screen, biochemical, fluorescence, TAMRA-labeled TCR probe. T-cell receptor (TCR). inhibition, % at 9.4 µM. hit rate 0.37% among 360,000; in the data active means inhibition above about 19%;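 further: recombinant mutant TCR 2C K166C tagged with TAMRA read by polarization; 0% = receptor in buffer alone and 100% = receptor with positive control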
# PRMT1 inh: PRMT1 methyltransferase inhibitors, primary screen, biochemical, fluorescence polarization | Protein arginine N-methyltransferase 1 (Homo sapiens), Q99873 | recombinant PRMT1, activity-based probe fluorescence polarization | inhibition, % at 2.79 µM | hit rate 1.3% among 370,000 | AID 652257, 2013;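 active means inhibition above about 21% made by adding two undisclosed values, limit read from the data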
# rCAG binder: binders of r(CAG) RNA repeats, primary screen, biochemical, fluorescence; inhibition, % at 3 µM; AID 651821, 2012; hit rate 1.3% among 370,000; r(CAG) RNA repeat, TO-PRO-1 dye displacement fluorescence;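 active means inhibition above the plate cutoff, the mean of all test compounds on that plate plus 3 SD, cut at about 35% in these data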;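 further: 0% = DMSO alone and 100% = 100 µM mitoxantrone as full dye displacement; higher means more dye released from RNA so lower well fluorescence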
# LEDGF integ inh: blockers of LEDGF/p75-dependent integrase strand transfer – biochemical, TR-FRET, high throughput, primary screen; TR-FRET IN-LEDGF/p75 DNA integration, Eu/Cy5; AID 743269, 2014; hit rate 0.64% among 370,000; inhibition, % at 3.7 µM;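 active means inhibition above the screen-wide mean plus 3 SD, cut at about 13% in these data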;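 further: signal is the Cy5 over europium emission ratio at 671 and 618 nm; 0% = plate median of compound wells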
# PG9 binder: binders of HIV-1 gp120 antibody PG9, primary screen, biochemical, TR-FRET; HIV-1 gp120 / PG9 antibody interaction; TR-FRET gp120-PG9 antibody binding; inhibition, % at 6.7 µM; hit rate 0.43% among 360,000; AID 624416, 2012; in the data active means inhibition above about 8.5%
# Rev-erbA mod: modulators of Rev-erb alpha DNA binding, primary screen, biochemical, FITC-DNA, fluorescence polarization, uHTS; Nuclear receptor subfamily 1 group D member 1 (Homo sapiens), P20393; Rev-erbα–FITC-DNA binding, 90 min; activity, % at 10 µM; AID 1259318, 2017; hit rate 0.79% among 370,000;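 active means activity above about 14%, limit read from the data; passing the limit was not always enough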;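 further: 0% = DMSO wells with 35 nM protein and 100% = DMSO wells with 750 nM protein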
# TDP2 absorb: human TDP2 enzyme inhibitors, primary screen, biochemical, epi absorbance, recombinant enzyme; Tyrosyl-DNA phosphodiesterase 2 (Homo sapiens), O95551; T5PNP hydrolysis, p-nitrophenol absorbance 415 nm; inhibition, % at 12.8 µM; hit rate 0.34% among 370,000;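 active means inhibition above the mean of all tested compounds plus 3 SD, set per campaign, cut at about 25% in these data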;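 further: 0% = DMSO with enzyme and 100% = buffer with substrate but no TDP2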
#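 Assay system: Recombinant human TDP2 | Quantity: 120 nM TDP2 per well | Incubation: 2 h at 37 °C | Signal: Epi absorbance | Evaluation: Percent inhibition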
# SIAE inh: human SIAE inhibitors, primary screen, biochemical, fluorescence polarization, FP-Rh probe, 1536-well HTS. Sialate O-acetylesterase (Homo sapiens), Q9HAT2. SIAE FP-Rh probe binding. inhibition, % at 9.66 µM. hit rate 0.69% among 370,000. AID 1053197, 2014;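 active means inhibition above a cutoff: mean of compounds within the control limits plus 3 SD of those, cut at about 17% in these data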;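 further: 0% = plate median of compound wells and 100% = probe without SIAE protein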
# Target sequence (Q9HAT2 whole entry, looked up): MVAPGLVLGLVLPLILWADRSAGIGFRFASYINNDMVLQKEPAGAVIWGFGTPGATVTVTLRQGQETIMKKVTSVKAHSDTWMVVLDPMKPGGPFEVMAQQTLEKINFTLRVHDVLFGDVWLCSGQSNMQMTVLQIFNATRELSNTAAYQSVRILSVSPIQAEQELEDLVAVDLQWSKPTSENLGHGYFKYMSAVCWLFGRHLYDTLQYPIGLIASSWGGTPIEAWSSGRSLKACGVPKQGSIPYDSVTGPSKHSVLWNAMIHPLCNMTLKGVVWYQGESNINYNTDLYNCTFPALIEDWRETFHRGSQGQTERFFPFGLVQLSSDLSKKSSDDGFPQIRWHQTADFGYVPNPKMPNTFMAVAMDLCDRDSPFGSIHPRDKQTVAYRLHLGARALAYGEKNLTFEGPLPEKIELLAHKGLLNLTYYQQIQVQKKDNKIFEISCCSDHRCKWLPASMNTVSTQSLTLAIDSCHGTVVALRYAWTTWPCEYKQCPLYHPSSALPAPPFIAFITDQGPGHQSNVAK
# Active calls of the source: *; · = no result given. Not all compounds are listed; count on the stated rates, not on these rows.
canonical_smiles	PG9 binder	TCR CD3 inh	HTRA1 inhibitor	SIAE inh	LEDGF integ inh	rCAG binder	TDP2 absorb	ABHD4 inh	PRMT1 inh	Rev-erbA mod
COc1ccc(CN(C(=O)/C=C/c2ccco2)C2CCS(=O)(=O)C2)cc1OC (stereo unspecified)	-2.1	7	4	7	3	10	14	0	7	-1
O=C(c1nn2c(C(F)(F)F)cc(-c3ccccc3)nc2c1Cl)N1CCN2CCCC2C1 (stereo unspecified)	-1.7	-6	-6	-5	-5	-9	4	8	-2	1
CCC(C)C(=O)Nc1ccc(S(=O)(=O)Nc2nccs2)cc1 (stereo unspecified)	0.1	-6	4	0	2	2	-15	-5	5	4
COCCCNC(=O)Cc1c(C)c2c(cc(C)c3c(C)c(C)oc32)oc1=O	-0.3	3	0	7	-2	1	12	-2	-1	-5
CCc1c(-c2cccc(Br)c2)ncn1CCc1ccccc1OC	-1.7	4	·	11	1	4	9	2	-1	9
Cc1ccc(C)c(C(=O)COC(=O)c2c(-c3ccccc3)noc2C)c1	-1.1	1	-16	-5	-3	-5	-12	-8	3	1
Cc1ccccc1Nc1nnc(SCC(=O)c2ccc(O)cc2O)s1	0.2	0	-10	-2	4	21	-9	-11	2	-2
COc1cccc2c(C)nc(Nc3nc(CSc4nnc(C)s4)cc(=O)[nH]3)nc12	0.8	7	-3	-3	2	23	7	6	-1	-2
Cc1cccc(NC(=O)CSc2nnc(C)n2Cc2ccccc2)c1	-0.6	-1	-6	1	0	-4	3	-5	-1	0
COc1ccc(N2CCN(C(=S)Nc3ccc(F)cc3)CC2)cc1	-3.5	6	3	2	4	-1	2	-1	-1	2
COc1ccc(S(=O)(=O)N(C)C[C@@H]2OCc3cn(nn3)CCCC(=O)N([C@H](C)CO)C[C@H]2C)cc1	0.8	2	·	-2	2	-1	5	1	1	3
CCc1ccc(Oc2coc3cc(OCC(=O)Nc4cc(C)ccc4C)ccc3c2=O)cc1	-3.2	0	-2	7	-1	4	-9	-4	-3	-9
Cc1ccc2[nH]c(=O)c(CN(C)C(=O)c3ccccn3)cc2c1	-2.2	5	-2	2	-2	-4	3	3	-2	-5
COc1ccc2[nH]c(=O)c(C(c3nnnn3CC3CCCO3)N3CCc4ccccc4C3)cc2c1 (stereo unspecified)	-1.0	5	6	-3	4	0	-4	-3	5	3
COCCCNC(=O)CCn1c(=O)c2ccccc2n(CC(=O)NCCC2=CCCCC2)c1=O	-2.1	0	-4	2	0	-2	-12	-8	-4	9
O=C(NCCCN1CCOCC1)C(=O)NCC1OCCN1S(=O)(=O)c1ccc(Br)cc1 (stereo unspecified)	-1.6	-6	-2	2	-5	-6	-6	-4	1	0
O=C(CCc1nc(-c2ccc(Cl)cc2)no1)NC1CCCCC1	-1.5	-3	0	-6	-2	-6	2	3	2	-2
CCOC(=O)C1CCN(S(=O)(=O)c2c(C)[nH]c(C)c2C(=O)N2CCCC2)CC1	-1.8	0	0	0	-2	-3	-16	-3	1	-1
Cc1ccccc1C(=O)N/N=C/c1ccccn1	-3.8	-2	4	-3	0	-1	-1	0	0	0
S=C1CCSc2ccc(Cl)cc2N1	-2.1	6	0	6	-2	3	-6	-1	-1	3
S=c1nc(-c2ccccc2)n(-c2ccccc2)[nH]1	5.9	-4	1	1	-3	1	21	-7	-4	-3
Oc1ccccc1C(=S)N1CCCC1	0.2	5	8	6	1	1	15	-5	9	-5
CCOC(=O)c1c(N)sc(-c2ccccc2)c1C	-0.2	3	17	4	-2	0	-4	5	2	-4
O=C(NCCCn1ccnc1)c1ccc(Cl)s1	1.1	2	1	0	0	-2	2	-5	-4	4
Nc1ccc(C(=O)OCc2nc3c(ccc4ccccc43)[nH]2)cc1	-0.7	5	-32	-5	-4	2	-11	-5	-2	0

# Reprinted from the part before: 3 compounds, then new ones.
canonical_smiles	PG9 binder	TCR CD3 inh	HTRA1 inhibitor	SIAE inh	LEDGF integ inh	rCAG binder	TDP2 absorb	ABHD4 inh	PRMT1 inh	Rev-erbA mod
CCOC(=O)c1c(N)sc(-c2ccccc2)c1C	-0.2	3	17	4	-2	0	-4	5	2	-4
O=C(NCCCn1ccnc1)c1ccc(Cl)s1	1.1	2	1	0	0	-2	2	-5	-4	4
Nc1ccc(C(=O)OCc2nc3c(ccc4ccccc43)[nH]2)cc1	-0.7	5	-32	-5	-4	2	-11	-5	-2	0
Cc1ccc2nc(C)cc(N/N=C/c3cccnc3)c2c1	-2.2	4	3	13	0	-3	-13	-4	-11	2
O=S1(=O)CCN2C=C(Cl)C=C(Cl)C2=N1	0.7	4	2	-1	2	2	19	1	-1	7
CCOc1ccc(S(=O)(=O)Nc2cc(NS(=O)(=O)c3ccc(OCC)cc3)cc(C(=O)O)c2)cc1	2.0	0	-35	-50	-2	58*	2	-39	4	-26
Cn1cc(CCNC(=O)c2ccc3nc(Cc4ccccc4F)oc3c2)cn1	0.5	-6	8	6	2	-5	7	1	-1	1
O=C(C(=O)N1CCN(c2ccc(F)cc2)CC1)c1c[nH]c2ccccc12	0.3	-12	-1	1	1	-1	1	1	3	-5
Nc1nc(SCC(=O)NCCOCCO)nc2sc3c(c12)CCCC3	-1.3	1	-3	4	3	-3	-3	-2	-1	-6
COc1ccccc1C(=O)Nc1ccc(NC(=O)c2ccco2)cn1	0.6	-4	-9	-14	-2	0	-3	-2	3	1
O=C(CN1C(=O)c2cccnc2Oc2ccc(Cl)cc21)Nc1ccccc1F	-1.3	-2	-21	-6	2	6	-4	3	-2	11
Nc1nc(SCC(=O)Nc2ccccc2Oc2ccccc2)n[nH]1	0.5	-13	0	-2	0	2	-14	-4	-3	-1
CCN1CCN(C(=O)CCc2nnc3ccc(N4CCC5(CC4)OCCO5)nn23)CC1	-1.0	-1	6	-3	-2	-5	-5	-6	2	0
CC(C)CC(CCOCCO)NC(=O)OCc1ccccc1[N+](=O)[O-] (stereo unspecified)	·	·	·	3	-2	·	2	2	5	1
O=C(NCC[C@@H]1CC[C@@H](NS(=O)(=O)c2ccccc2)[C@@H](CO)O1)c1cc(Cl)cc(Cl)c1	-3.0	-4	·	4	-5	3	10	0	-1	6
O=C(NCCN1CCOCC1)c1c[nH]c2ccc(S(=O)(=O)N3CCOCC3)cc2c1=O	-1.3	-1	6	4	-1	-1	10	7	2	4
O=C(NCc1ccc(F)cc1)c1cc(C2CCCN(C(=O)c3cccs3)C2)on1 (stereo unspecified)	0.3	0	·	-6	-1	0	-3	-1	3	-6
COc1cccc(CC2(CO)CCCN(Cc3nc(-c4cccs4)oc3C)C2)c1 (stereo unspecified)	-3.0	-7	-9	5	2	-5	15	3	-2	-1
O=C(/C=C/c1ccc(Cl)cc1)N1CCN(Cc2ccccc2)CC1	-1.4	0	-4	-4	1	22	-3	-1	-1	-1
O=[N+]([O-])c1cccc(CN2CCN(c3ncccn3)CC2)c1	-1.7	-10	-7	-3	-4	-8	2	3	8	-1
CC1=NN(Cc2cc(C(C)(C)C)c(O)c(C(C)(C)C)c2)C(=O)C1	-2.2	3	-26	3	-1	3	25*	2	4	-4
O=c1ncccn1C1OC(CO)C(O)C1O (stereo unspecified)	-0.1	-8	·	-2	1	2	-5	-2	1	0
Cc1ccc(C)c(S(=O)(=O)NCc2ccc(C(=O)N3CCCCC3C)cc2)c1 (stereo unspecified)	-1.0	-6	-3	-1	3	2	-13	-10	2	-1
CC1(C(=O)Nc2ccc3c(c2)OCCO3)CCN1C(=O)C/C=C/c1ccccc1 (stereo unspecified)	-0.9	-3	·	-8	7	3	-4	-7	-2	-3
Cc1nnc(NC(=O)c2ccc3c(c2)OCO3)s1	-3.7	-2	-3	4	-2	0	-3	-5	2	-2
COc1ccc(-n2c(C)c(C)c3c(NCCCO)ncnc32)cc1	-1.9	1	4	1	3	-8	-3	-5	-7	-2
CCOC(=O)C1CCN(C(=O)c2ccccc2CCc2ccccc2)CC1	-0.7	-7	-3	-1	-5	-12	-12	-4	3	1
COc1ccc(CCNC(=O)CCCc2ccccc2)cc1OC	-1.2	10	1	3	-4	-7	-8	3	-2	-3
Cc1ccc(C(=O)NC(c2ccccc2)C(Cl)Cl)cc1 (stereo unspecified)	1.1	-7	-13	0	0	-1	-10	2	1	0
O=C(CN1c2cccc3cccc(c23)S1(=O)=O)Nc1ccc(S(=O)(=O)N2CCOCC2)cc1	-5.1	4	-7	0	-4	25	-2	-10	3	6
CSc1ccc(/C=N\NC(=O)CNc2ccc(C)cc2)cc1	-0.5	5	-10	2	-3	3	0	-2	4	-4
CCOc1cc(N2CCOCC2)c(OCC)cc1NC(=O)CSc1ccccc1C(=O)O	-1.1	2	-3	9	3	8	15	9	4	-6
Cc1c(C(=O)NN)nn(-c2ccc(F)cc2)c(=O)c1C#N	1.4	1	10	8	4	3	11	1	-4	-1
Cc1nc(CN(C)C(=O)CC2C(=O)NCCN2Cc2ccc(-c3ccccc3)cc2)cs1 (stereo unspecified)	-0.5	7	-4	1	-2	-6	2	1	-1	-7

# Compound profiles, from the list above. Screens in order: PG9 binder | TCR CD3 inh | HTRA1 inhibitor | SIAE inh | LEDGF integ inh | rCAG binder | TDP2 absorb | ABHD4 inh | PRMT1 inh | Rev-erbA mod
# Cc1nc(CN(C)C(=O)CC2C(=O)NCCN2Cc2ccc(-c3ccccc3)cc2)cs1 (stereo unspecified) is listed as -0.5 | 7 | -4 | 1 | -2 | -6 | 2 | 1 | -1 | -7
# CCOc1cc(N2CCOCC2)c(OCC)cc1NC(=O)CSc1ccccc1C(=O)O is listed as -1.1 | 2 | -3 | 9 | 3 | 8 | 15 | 9 | 4 | -6
# Cc1c(C(=O)NN)nn(-c2ccc(F)cc2)c(=O)c1C#N is listed as 1.4 | 1 | 10 | 8 | 4 | 3 | 11 | 1 | -4 | -1
